Assay outcomes as filed in PubChem BioAssay.
GLP1R ag: GLP-1 receptor (human) agonism | P43220 | HEK293 GLP-1R CRE-luciferase, luminescence, 4-6 h; cells express a hypersensitive GLP-1R form | Potency, µM (series often up to 45.6 µM), for the others: at the highest dose activation, hits mostly activators | hit rate 0.007% among 380,000; note: potency is the fitted concentration of half-maximal effect; % of control where 0% means no effect
IL2 activator: IL-2 activation | IL-2 activation reporter assay, cell-based qHTS; stimulated with anti-CD3/CD4/CD28 beads; in transgenic mouse T cells | activation, % (series mostly up to about 46 µM) | hit rate 0.065% among 360,000; in the data active = activation above about 50%; inconclusive = mostly about 30% to 49%; note: 0% is about no effect
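Readout: EGFP and DsRed signals by fluorescent plate cytometry. Unstimulated transgenic mouse T cells received compound 60 min before antibody-bead stimulation, then incubated 18 h at 37 degrees C.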
PI5P4K alpha inh: blocks human PI5P4K alpha kinase activity; P48426; PI5P4Kalpha enzyme, ADP-Glo luminescence, 60 min; active compounds read low; max response, %; hit rate 1.2% among 330,000; AID 652105; active = max response of -50% or lower; inconclusive = between -30% and -50%; inactive = -30% or higher; note: value at the top dose of about 77 µM; % is set by controls: 0 for no effect and ±100 for the full control effect
Target sequence (P48426 whole entry, looked up): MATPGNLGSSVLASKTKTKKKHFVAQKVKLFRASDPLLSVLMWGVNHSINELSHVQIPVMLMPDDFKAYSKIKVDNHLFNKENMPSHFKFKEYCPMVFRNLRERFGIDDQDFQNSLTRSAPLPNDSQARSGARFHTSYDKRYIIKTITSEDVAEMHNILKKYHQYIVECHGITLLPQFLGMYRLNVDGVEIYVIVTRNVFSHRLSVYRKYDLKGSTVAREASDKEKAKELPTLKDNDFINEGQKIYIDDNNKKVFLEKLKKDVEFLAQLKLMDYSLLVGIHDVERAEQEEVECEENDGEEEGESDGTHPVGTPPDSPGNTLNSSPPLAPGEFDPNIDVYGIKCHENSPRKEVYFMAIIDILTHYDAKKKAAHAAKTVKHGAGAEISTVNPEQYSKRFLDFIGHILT
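Controls without substrate or without enzyme flank wells where PI5P4Kalpha converts substrate using 5 microM ATP (final). Incubation lasts 60 minutes at room temperature; ADP formed is read by ADP-Glo luminescence.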
GLP1R inv ag: inverse agonists of human GLP-1 receptor; AID 624417; Potency, µM (titrated, usually from 38.3 µM), inactives show at the highest dose activity change, negative = inhibition, most hits filed as inhibitors; hit rate 1.6% among 410,000; HEK293 GLP-1R CRE-luciferase, luminescence, 24 h; GLP-1R form is constitutively active; P43220; note: potency is the fitted concentration of half-maximal effect; % is set by controls: 0 for no effect and ±100 for the full control effect; nearly all actives have a fitted effect of over 55% in size
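qHTS in 1536-well format: reporter HEK293 cells expressing constitutive GLP-1R activity in DMEM + 10% Nu serum, 24 hr with compounds at 37 deg C, luminescence read after 12 min with detection reagent.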
PLK1 PBD block: inhibitors of human PLK1 polo-box domain binding; Plk1 PBD binding of FITC phosphopeptide, fluorescence polarization; Potency, µM, for the others: max response, negative = inhibition, hits mostly inhibitors; hit rate 2.8% among 360,000; AID 720504; note: potency is the fitted concentration of half-maximal effect; series mostly up to about 57 µM; % is set by controls: 0 for no effect and ±100 for the full control effect; nearly all actives have a fitted effect of over 65% in size
Target sequence (P53350 whole entry, looked up, the tested form may be a part): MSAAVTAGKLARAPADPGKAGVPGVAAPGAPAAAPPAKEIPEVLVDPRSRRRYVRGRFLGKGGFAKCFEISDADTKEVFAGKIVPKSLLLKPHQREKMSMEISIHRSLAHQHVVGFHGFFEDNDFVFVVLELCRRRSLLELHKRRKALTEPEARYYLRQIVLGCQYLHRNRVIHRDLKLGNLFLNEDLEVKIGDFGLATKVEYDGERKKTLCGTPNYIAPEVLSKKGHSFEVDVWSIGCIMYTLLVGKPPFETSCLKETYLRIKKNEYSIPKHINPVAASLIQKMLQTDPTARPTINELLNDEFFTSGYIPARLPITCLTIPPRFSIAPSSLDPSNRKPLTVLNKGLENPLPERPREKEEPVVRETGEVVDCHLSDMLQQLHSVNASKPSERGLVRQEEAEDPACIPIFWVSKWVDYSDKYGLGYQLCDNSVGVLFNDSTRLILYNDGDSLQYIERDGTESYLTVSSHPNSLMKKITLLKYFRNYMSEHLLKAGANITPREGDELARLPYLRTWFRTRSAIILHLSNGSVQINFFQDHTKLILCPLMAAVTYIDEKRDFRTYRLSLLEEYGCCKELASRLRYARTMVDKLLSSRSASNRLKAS
DRD3 agonist: activates the human D3 dopamine receptor; max activation, %; D3R DiscoveRx beta-arrestin cells, luminescence, 90 min; AID 652048; P35462; hit rate 0.58% among 410,000; in the data active = max activation above about 30%; note: 0% is about no effect; mostly tested at two doses, the higher about 12 µM
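Agonist-mode cell screen: cells plated at 1500/well and incubated overnight at 37 °C, then exposed to library compounds for 90 min at 37 °C. Detection reagent was added for 30–60 min at room temperature, and luminescence was read.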
WRN helicase inh: inhibitors of human WRN helicase; Q14191; WRN helicase unwinding, fluorescent forked duplex, kinetic; Potency, µM (series often up to 114 µM), for the others: top-dose activity change, negative = inhibition, usual class: inhibitors; hit rate 0.46% among 360,000; note: potency is the fitted concentration of half-maximal effect; % is set by controls: 0 for no effect and ±100 for the full control effect; nearly all actives have a fitted effect of over 55% in size
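WRN at 20 nM final was preincubated with compound for 15 min at room temperature; reaction started with 100 nM forked duplex oligonucleotide carrying fluorophore and quencher plus 2 mM ATP (final). Unwinding followed kinetically by red fluorescence (ex 525/em 598 nm).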
HEK293 tox: cytotoxicity in counter-screen for GLP-1R inverse agonists. HEK293 cAMP-luciferase reporter cells, luminescence, 24 h. Potency, µM (doses to about 38.3 µM), for inactives: top-dose activity change, negative = inhibition, actives largely listed as inhibitors. hit rate 0.13% among 410,000;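 note: loss of luciferase light is scored as toxicity; potency is the fitted concentration of half-maximal effect; % is set by controls: 0 for no effect and ±100 for the full control effect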
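Quantitative HTS format, 1536 wells, 200 cells/uL seeded. Compounds: 23 nL, 24 h, 37 °C. Detection: luciferase reagent, luminescence at 12 min RT; decreased signal taken as cytotoxic.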
D3 antag: D3 dopamine receptor (human) antagonism. D3R cells, DiscoveRx beta-arrestin luminescence, antagonist mode; active compounds read low. max response, negative = inhibition, %. hit rate 2.5% among 360,000. AID 652054; in the data active = max response below about -50%; inconclusive = no clear call, values can overlap the other calls; note: % is set by controls: 0 for no effect and ±100 for the full control effect; mostly tested at two doses, the higher about 12 µM
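Cells expressing the human receptor were seeded at 1500 cells/well, incubated overnight at 37 degrees C in 5% CO2, then exposed to library compounds with dopamine controls for 90 minutes at 37 degrees C before luminescent detection.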
Numbers without * were called inactive; ? = inconclusive; · = no result given; & = joins results of further samples; [ ] = another dose, or the depositor's remark. Unless noted, calls come from the whole dose curve; as a rule, active = well fitted curve in the direction sought with a large enough effect; inconclusive = small, poorly fitted or top-dose-only effect, or another doubt; inactive = no such curve, though single readings can be large; an effect the other way counts as inactive or inconclusive.

SMILES	GLP1R ag	IL2 activator	PI5P4K alpha inh	GLP1R inv ag	PLK1 PBD block	DRD3 agonist	WRN helicase inh	HEK293 tox	D3 antag
COCCCn1c(C(=O)N2CCOCC2)cc2c(=O)n3cccc(C)c3nc21	4%	0.5	-4	14%	-5%	1	-11%	-1%	14
CSc1nnc2c3ccccc3n(Cc3ccccc3)c2n1	19%	-0.5	-1	12%	-14%	-6	2%	21%	-19
Cc1ccc2c(c1)C(=O)C(=O)N2Cc1ccc(C(F)(F)F)cc1	-7%	0.3	-27	-20%	?	-30	-3%	1%	-51*
COc1ccc(-n2c(CNC(=O)c3cccs3)n[nH]c2=S)cc1	5%	0.7	-9	12%	-22%	-2	3%	-4%	-20
CC(C)Oc1ccc(C(=O)N/N=C/c2ccc(-c3ccc(S(=O)(=O)Nc4ncccn4)cc3)o2)cc1	-1%	3.8	?	4%	?	5	50µM*	-10%	-55*
CCN(CCCNC(=O)C1CCN(S(=O)(=O)N2CCOCC2)CC1)c1cccc(C)c1	-2%	0.2	0	-18%	-5%	-5	-8%	-1%	37
O=C(/C=C/c1ccc([N+](=O)[O-])cc1)NNC(=O)C1CC1	-25%	0.5	-3	-7%[0.307 µM]	-9%	-3	-6%	-7%[0.307 µM]	-13
O=C(NNC(=O)C1CC=CCC1C(=O)O)c1cccs1 (stereo not drawn)	1%	0.5	1	-19%[7.66 µM]	-6%	-3	-2%	4%[7.66 µM]	3
CCc1nnc(SCC(=O)N2CCCC(N3CCN(c4ccccc4C)CC3)C2)o1 (stereo not drawn)	-2%	0.0	2	2%	2%	-3	-3%	-2%	-15
CC(=O)c1c(C)[nH]c(C(=O)Nc2c(C)n(C)n(-c3ccccc3)c2=O)c1C	3%	1.8	9	2%	-1%	27	-15%	-10%	1
CN1C[C@@H]2[C@@H]3C(=O)N(C)C(=O)[C@@H]3[C@](C)(C1=O)N2C(=O)c1ccc(Cl)cc1	2%	0.3	0	14%	-6%	-12	0%	12%	0
COc1ccc(N=C2C(=O)Nc3ccccc32)cc1	-3%	-1.4	·	-14%	-8%	-43	-15%	-7%	?
CCOC(=O)N1CCN(c2nc(C(F)(F)F)nc3c(C)cc(C)cc23)CC1	0%	0.6	21	1%	-4%	-8	-1%	0%	28
CC(=O)N1CCN(c2ccc(NC(=O)c3cccc(OCc4ccccc4)c3)cc2)CC1	-3%	5.2	2	-20%	0%	9	-20%	2%	9
Cc1noc(C)c1C(=O)Nc1ccc2c(c1)CCC2	4%	-1.7	·	0%	-7%	-25	7%	-4%	?
O=C(Oc1ccc2ccccc2c1)C1CCC1	-1%	-0.2	5	-13%	-3%	15	-2%[57.1 µM]	-9%	-7
CCOc1ccccc1-c1nc(CN2CCCN(C(=O)c3ccco3)CC2)c(C)o1	4%	-3.5	-6	-22%	-3%	-40	-21%	0%	-79*
CC(C)(C)NC(=O)CC1C(=O)NCCN1Cc1c(F)cccc1Cl (stereo not drawn)	2%	-1.4	2	1%	0%	2	4%	2%	-10
CCN(CC)CCCNC(=O)c1cn(CC)c2cc(N3CCN(C(=O)c4ccco4)CC3)c(F)cc2c1=O	-4%	-3.2	-7	-22%	-1%	0	12%	-22%	-12
O=C1CC(N2CCC(c3nc4ccccc4[nH]3)CC2)C(=O)N1Cc1ccccc1 (stereo not drawn)	-1%	-3.1	·	3%	-8%	-8	-3%[57.1 µM]	4%	-22
COc1ccc(OC)c(NC(=S)N2CCN(c3ccccn3)CC2)c1	-9%	-0.2	10	-9%	-8%	2	-7%	-21%	-1
COc1ccc(S(=O)(=O)N2CCC(C(=O)N[C@@H](C)C(=O)NC3CC3)CC2)cc1	-1%	-2.3	2	9%	-5%	-5	6%	10%	-11
CCCN(CCC)CCCNC(=O)c1cc2cc3ccc(Cl)cc3nc2o1	5%	-4.1	-2	7%	-12%	-26	1%	12%	-22
O=C(NCC1CCCO1)c1ccc(Br)s1 (stereo not drawn)	-3%	6.8	1	-11%	-3%	1	1%	-1%	2
CCOC(=O)[C@]12CCCC=C1N(CCc1ccc(OC)c(OC)c1)C(=O)[C@H](CC(=O)NCCCN1CCCC1=O)C2	·	-0.6	0	5%	8%	1	4%	1%	21
O=C(C1CCCCC1)N1CCC2CC1c1cc(Cl)ccc12 (stereo not drawn)	-1%	1.5	-1	-12%	-1%	7	2%	4%	5
CCOC(=O)c1sc(SCC(=O)Nc2ccc(N(C)C)cc2)nc1N	4%	-2.0	·	0%	-2%	-1	-8%	5%	7
CC1OC2(OC1C)C(=O)Nc1ccccc12 (stereo not drawn)	-2%	-1.0	1	1%	-14%	0	3%	1%	-7
CC(C)N1CCN(S(=O)(=O)c2ccccc2)CC1	5%	-0.7	-1	3%	0%	-4	7%	-7%	-17
O=C(CN1CCCCC1)Nc1ccc(S(=O)(=O)N2CCOCC2)cc1	1%	1.5	·	2%	-8%	-10	9%	10%	-16
CC(=O)CSc1cc(C)nc2c(-c3ccccc3)c(C)nn12	17%	-0.7	2	18%	-6%	6	1%	-36%	2
CC(Oc1ccc(F)cc1)C(=O)Nc1cc(S(=O)(=O)N2CCCCC2)ccc1N1CCN(C)CC1 (stereo not drawn)	13%	-0.5	-6	?	4%	-23	2%	2%	-13
NC(c1ccccc1)c1csc(NC(=O)Nc2cccc(Cl)c2)n1 (stereo not drawn)	-6%	-1.0	-9	?	1%	-9	-9%	-19%	4
CC1CCCC(C)N1/N=C/c1ccc(C(=O)O)cc1 (stereo not drawn)	-1%	-1.5	2	3%	-21%	8	12%	9%	-4
CCc1nc2ccccc2c(=O)n1NCCc1ccccc1	19%	0.2	-2	?	-8%	-6	1%	13%	18
CN(C(=O)CN(CCO)CC(=O)N(C)C(C)(C)Cc1ccccc1)C(C)(C)Cc1ccccc1	3%	1.7	-9	?	-3%	-61&-6	-5%	-2%	0
Nc1cc(=O)[nH]c(SCC(=O)Nc2ccc(Cl)c(Cl)c2)n1	-4%	-1.0	·	-3%	-1%	-16	1%	-12%	-14
O=C(/C=C/c1ccccc1)Nc1cc(S(=O)(=O)N2CCOCC2)ccc1N1CCCC1	2%	-2.3	-10	5%	-10%	-2	0%	7%	-15
Cc1sc2ncn(CC(=O)NCC3COc4ccccc4O3)c(=O)c2c1S(=O)(=O)N1CCCCC1 (stereo not drawn)	1%	0.9	3	14%	-12%	-3	?	8%	-11
CCN(c1ccccc1)S(=O)(=O)c1ccc(C(=O)N2CCN(c3ccccc3)CC2)cc1	-2%	-0.2	5	?	1%	-1	-19%	11%	15
COc1ccc(CCNC(=O)c2noc(C(C)C)c2[N+](=O)[O-])cc1OC	4%	0.2	-12	3%	4%	-36	-3%	-10%	40
Cc1c(Cl)cccc1NC(=S)N1CCN(C(=O)C2CCCO2)CC1 (stereo not drawn)	-5%	0.3	-7	12%	-3%	2	-4%	-2%	9
Cc1[nH]c(=O)c(C#N)c(C)c1CCC(=O)Nc1cc(S(C)(=O)=O)ccc1Cl	2%	-3.6	0	0%	3%	-4	4%	-9%	22
COC(=O)C1=C(C)NC(=O)CC1c1cccc(OC)c1OC (stereo not drawn)	-12%	-0.8	·	-5%	-3%	-17	11%	1%	-12
CCC1=NN2C(=N)/C(=C\c3cccn3-c3ccc(C)c(C)c3)C(=O)N=C2S1	5%	-1.1	-19	?	?	-6	-19%	?	-12

Compound profiles, from the list above.
Cc1[nH]c(=O)c(C#N)c(C)c1CCC(=O)Nc1cc(S(C)(=O)=O)ccc1Cl is entered as GLP1R ag: 2%; IL2 activator: -3.6; PI5P4K alpha inh: 0; GLP1R inv ag: 0%; PLK1 PBD block: 3%; DRD3 agonist: -4; WRN helicase inh: 4%; HEK293 tox: -9%; D3 antag: 22
NC(c1ccccc1)c1csc(NC(=O)Nc2cccc(Cl)c2)n1 (stereo not drawn) is entered as GLP1R ag: -6%; IL2 activator: -1.0; PI5P4K alpha inh: -9; GLP1R inv ag: ?; PLK1 PBD block: 1%; DRD3 agonist: -9; WRN helicase inh: -9%; HEK293 tox: -19%; D3 antag: 4

The results go on.
SMILES	GLP1R ag	IL2 activator	PI5P4K alpha inh	GLP1R inv ag	PLK1 PBD block	DRD3 agonist	WRN helicase inh	HEK293 tox	D3 antag
O=S1(=O)C=CC(Nc2cccc(Cl)c2)C1 (stereo not drawn)	0%	2.1	·	6%	3%	5	-1%	-10%	14
COc1ccc(OCC(=O)NC(=S)NNC(=O)COc2ccc(Br)cc2Cl)cc1	0%	-0.8	-16	-23%	24µM*	0	-16%	8%	0
CC(=O)c1ccc(NC(=O)C(C)OC(=O)COc2ccc(C#N)cc2)cc1 (stereo not drawn)	1%	0.4	14	19%	3%	1	0%	2%	-2
N#Cc1c(N2CCOCC2)nsc1-c1ccccc1	18%	0.3	1	64%[activator]	3%	4	1%	-7%	-16
CC(C)(C)NC(=O)COc1ccc(CNCc2cccnc2)cc1	0%	0.1	0	-10%	?	-3	2%	17%	-15
COc1ccc(CC(=O)Nc2cccc(S(=O)(=O)N3CCOCC3)c2)cc1OC	-1%	-0.7	0	13%	-2%	-10	1%	6%	8
CC(=O)c1ccc(OCC(=O)Nc2cccc(S(=O)(=O)N3CCCC3)c2)cc1	15%	-0.1	-5	-14%	-13%	-4	-35%	1%	?
COc1cc(C)c(C(=O)Oc2cc(C)c(C(=O)O)c(O)c2C)c(OC)c1C	10%	0.2	-2	-10%	38µM*	-10	-19%	7%	-3
CC(C)c1ccc(N=C2N=C(N)c3ccccc32)cc1	17%	1.1	7	-29%	0%	-5	-1%	?	-6
COC(=O)CSc1nc2ccc(N)cc2s1	0%	-0.9	-6	11%	-17%	5	6%	11%	1
COP(=O)(OC)C(Nc1ccc([N+](=O)[O-])cc1)c1ccccc1 (stereo not drawn)	-1%	0.6	-3	0%	-10%	2	-12%	-30%	7
COC(=O)c1ccc(C(=O)OC)nc1	1%	-1.9	-2	3%	1%	0	6%	0%	14
N#CC1=C(Nc2ccccc2)SC=C(c2ccc(Br)cc2)N=C1N1CCOCC1	6%	-1.5	4	-4%	?	4	16%	-7%	6
Cc1cc(=O)[nH]c(N/N=C/c2ccccc2C(F)(F)F)n1	4%	-0.2	30	1%	-1%	7	0%	0%	5
c1ccc(COc2ccccc2CNC23CC4CC(CC(C4)C2)C3)cc1	6%	-3.9	10	?	2%	-5	-7%	?	-5
